Pin1 inhibitor – qHTS Assay to Find Inhibitors of Pin1 | Peptidyl-prolyl cis-trans isomerase NIMA-interacting 1 (Homo sapiens), Q13526 | Pin1 FP peptide displacement, HiFluor488, 10 min | Potency, µM (titrated, usually from 115 µM), without a hit: at the highest dose activity, negative = inhibition, most hits filed as inhibitors | 390,000 tested, 0.009% active | AID 504891, 2011; active = well fitted inhibition curve with a large enough effect in the polarisation, with a control signal flat, not every such curve was filed as active; inconclusive = small, poorly fitted or top-dose-only effect, or effect the other way, or a change in a side signal; inactive = no such curve, though single readings can be large or run the other way; the % refers to the polarisation; also: potency is read from the fitted curve at half-maximal effect; % is scaled to controls: 0 for no effect and ±100 for the full control effect
Target sequence (Q13526 whole entry, looked up): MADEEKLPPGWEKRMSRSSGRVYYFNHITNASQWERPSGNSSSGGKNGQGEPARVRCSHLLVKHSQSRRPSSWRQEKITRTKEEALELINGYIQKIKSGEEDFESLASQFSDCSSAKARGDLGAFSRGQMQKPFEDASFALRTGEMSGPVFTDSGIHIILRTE
HP1b binding inh – HTS for Inhibitors of HP1-beta Chromodomain Interactions with Methylated Histone Tails. Chromobox protein homolog 1 (Homo sapiens), P83916. AlphaScreen HP1-beta / biotin-H3K9me3 peptide binding. Potency, µM (doses to about 114 µM), without a hit: at the highest dose activity change, negative = inhibition, actives largely listed as inhibitors. 390,000 tested, 0.56% active. AID 540317, 2011; also: potency is read from the fitted curve at half-maximal effect; nearly all actives have a fitted effect of over 70% in size; inactives centre near 23
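HP1-beta protein (50 nM final) preincubated 30 min at room temperature with biotinylated H3(1-18)K9me3 peptide (50 nM) in PBS pH 7.4, 0.01% Tween-20, then compound added for 30 min. AlphaScreen streptavidin donor/nickel chelate acceptor beads (10 ug/mL final), 30 min dark, luminescence read.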
GLS inh – qHTS for Inhibitors of Glutaminase (GLS); GLS enzymatic activity, qHTS titration; 410,000 tested, 0.21% active; Potency, µM (top dose mostly 45.5 µM), inactives show top-dose activity change, negative = inhibition, actives largely listed as inhibitors; AID 624170, 2012; also: potency is read from the fitted curve at half-maximal effect; % is scaled to controls: 0 for no effect and ±100 for the full control effect
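hKGA in 45 mM KH2PO4 pH 8.2, 0.02% Tween-20 with pin-transferred compounds; 1 mM L-glutamine (stock) plus glutamate oxidase/HRP/Amplex Red coupling added. Fluorescence read initially and after 30 min at RT.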
PI4K2A block – qHTS for small molecular inhibitors of PI4K2A | Phosphatidylinositol 4-kinase type 2-alpha (Homo sapiens), Q9BTU6 | purified PI4K2A, ADP-Glo luminescence, 1 h; stronger effect = lower value | activity change, negative = inhibition, % at 76.9 µM | 420,000 tested, 0.13% active | AID 1346378, 2018; in the data active = activity change below about -50%; inconclusive = mostly about -30% to -49%;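 also: -100% = wells without enzyme as full effect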
Target sequence (Q9BTU6 whole entry, looked up): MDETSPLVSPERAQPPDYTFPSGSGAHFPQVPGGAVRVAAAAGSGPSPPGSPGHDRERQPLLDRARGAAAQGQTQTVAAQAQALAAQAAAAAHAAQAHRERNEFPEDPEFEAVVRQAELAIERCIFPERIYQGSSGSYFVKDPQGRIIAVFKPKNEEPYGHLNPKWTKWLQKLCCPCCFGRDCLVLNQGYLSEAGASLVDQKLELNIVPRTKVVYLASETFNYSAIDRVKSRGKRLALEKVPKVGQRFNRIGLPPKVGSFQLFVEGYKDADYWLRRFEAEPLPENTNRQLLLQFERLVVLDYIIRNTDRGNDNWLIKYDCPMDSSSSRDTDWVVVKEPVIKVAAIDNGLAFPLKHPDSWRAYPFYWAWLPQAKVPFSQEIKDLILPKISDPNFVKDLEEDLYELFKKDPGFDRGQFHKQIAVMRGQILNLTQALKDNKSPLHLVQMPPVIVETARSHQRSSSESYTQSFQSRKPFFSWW
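ADP-Glo luminescence measured ADP generated by PI4K2A enzyme (4 ug/mL before mixing) with 1.2 mM PI substrate (pre-mix) and 300 microM ATP (pre-mix). Tris pH7.5 buffer with MgCl2, Triton X-100; 1 h reaction at ambient temperature.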
JMJD2A Tudor – qHTS Assay for Inhibitors of JMJD2A-Tudor Domain. Potency, µM (doses to about 114 µM), for inactives: top-dose activity change, negative = inhibition, hits mostly inhibitors. AID 504339, 2011. AlphaScreen JMJD2A-Tudor / H3K4me3 peptide binding. Lysine-specific demethylase 4A (Homo sapiens), O75164. 390,000 tested, 4.4% active; also: potency is read from the fitted curve at half-maximal effect; % is scaled to controls: 0 for no effect and ±100 for the full control effect; nearly all actives have a fitted effect of over 50% in size
ERG Ets-DNA blk – qHTS for Small Molecule Inhibitors of the ERG Ets/DNA interaction. Transcriptional regulator ERG (Homo sapiens), P11308. fluorescence polarization, His-ERG Ets domain / labelled DNA. Potency, µM (titrated, usually from 76.9 µM), for inactives: top-dose FP activity, negative = inhibition, actives largely listed as inhibitors. 370,000 tested, 0.028% active; active = well fitted inhibition curve with a large enough effect in the polarisation, with a control signal flat; inconclusive = small, poorly fitted or top-dose-only effect, or effect the other way, or a change in a side signal; inactive = no such curve, though single readings can be large or run the other way; the % refers to the polarisation;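 also: polarization taken with two DNA probes labelled with fluorescein and Texas red; potency is read from the fitted curve at half-maximal effect; % of control where 0% means no effect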
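His-tagged ERG Ets domain (1 uM in the protein solution; 300mM KCl, 50mM Tris-HCl, 1mM EDTA, 1mM DTT, pH 7.5) received compound, then a probe mix of 5 nM fluorescein-DNA and 100nM Texas-615-DNA. Fluorescence polarization was read for both dyes.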
BAZ2B inh – qHTS Assay for Inhibitors of BAZ2B; Bromodomain adjacent to zinc finger domain protein 2B (Homo sapiens), Q9UIF8; AlphaScreen BAZ2B-H3K14Ac peptide displacement; Potency, µM (highest dose often 114 µM), inactives show top-dose activity change, negative = inhibition, hits mostly inhibitors; 360,000 tested, 4.4% active; also: potency is read from the fitted curve at half-maximal effect; % is scaled to controls: 0 for no effect and ±100 for the full control effect; nearly all actives have a fitted effect of over 60% in size
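Protein-peptide AlphaScreen: BAZ2B 50 nM, b-H3K14Ac 50 nM, 1x PBS pH 7.4 + 0.01% Tween-20. Preincubation 30 min RT; cpd 30 min RT (top 110 uM); beads 20 min RT, light-protected.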
PGK inhibitor – qHTS Assay to Find Inhibitors of Phosphoglycerate Kinase; Phosphoglycerate kinase, glycosomal (Trypanosoma brucei brucei), P07378; AID 602233, 2012; PGK/GAPDH coupled, Kinase-Glo luminescence, 60 min; Potency, µM (doses to about 57.5 µM), for the others: top-dose activity change, negative = inhibition, hits mostly inhibitors; 380,000 tested, 0.043% active; also: potency is read from the fitted curve at half-maximal effect; % is scaled to controls: 0 for no effect and ±100 for the full control effect; nearly all actives have a fitted effect of over 60% in size
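Luminescent ATP detection (Kinase-Glo Plus) follows a 60-minute room-temperature incubation, with wells lacking PGK as controls. Buffer: 100 mM TEA (pH 7.6), 5 mM MgCl2, 0.01% Tween-20. Coupling enzyme GAPDH (100 nM final) supplies unstable 1,3-BPG in-well.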
G9a inh – qHTS Assay for Inhibitors of Histone Lysine Methyltransferase G9a | Histone-lysine N-methyltransferase EHMT2 (Homo sapiens), Q96KQ7 | G9a H3K9 monomethylation, AlphaScreen, 2 h | Potency, µM (top dose mostly 102 µM), for the others: at the top dose activity, negative = inhibition, usual class: inhibitors | 350,000 tested, 8.8% active; also: potency is read from the fitted curve at half-maximal effect; % is scaled to controls: 0 for no effect and ±100 for the full control effect; nearly all actives have a fitted effect of over 75% in size
Target sequence (Q96KQ7 913-1193 limits assumed): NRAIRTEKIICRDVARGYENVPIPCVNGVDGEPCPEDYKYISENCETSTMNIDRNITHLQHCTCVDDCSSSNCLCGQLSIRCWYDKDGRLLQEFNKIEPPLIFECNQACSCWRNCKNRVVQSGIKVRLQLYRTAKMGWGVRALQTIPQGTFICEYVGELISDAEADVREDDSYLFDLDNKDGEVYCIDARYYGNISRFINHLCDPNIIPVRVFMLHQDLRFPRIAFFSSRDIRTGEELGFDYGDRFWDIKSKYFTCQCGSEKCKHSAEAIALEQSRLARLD
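G9a (20 nM) was preincubated 15 min with compound, then reacted 2 h at room temperature with 500 nM biotin-H3K9 peptide and 20 µM SAM. Monomethyl-H3K9 detected by AlphaScreen using anti-H3K9me1 antibody.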
An asterisk follows results filed as active; i = inactive; ? = inconclusive; . = not tested or not shown; [ ] = another dose, or the depositor's remark. Unless noted, calls follow the shape of the dose curve; as a rule, active = well fitted curve in the direction sought with a large enough effect; inconclusive = small, poorly fitted or top-dose-only effect, or another doubt; inactive = no such curve, though single readings can be large; an effect the other way counts as inactive or inconclusive.

Pin1 inhibitor	HP1b binding inh	GLS inh	PI4K2A block	JMJD2A Tudor	ERG Ets-DNA blk	BAZ2B inh	PGK inhibitor	G9a inh	molecule
-3%	24%	0%	5	-5%	0%	?	9%	-21%[59 µM]	Cc1cccc(NC(=O)N2CCN3CCCCC3C2)c1C (stereo not drawn)
?	0%	6%	-5	?	6%	-26%	i	7.9µM*	CN(C)c1ccc(/C=N/NC(=O)C(O)(c2ccccc2)c2ccccc2)o1
-21%	36%	2%	0	-4%	-4%	3%	-16%	-37%[12.7 µM]	COc1ccc(C(C)(C)C)cc1NC(=O)c1ccoc1C
-2%	24%	2%	0	-3%	.	-3%	1%	-5%[12.7 µM]	CCOc1ccc(CCN2C(=O)C3C4CCC(O4)C3C2=O)cc1OCC (stereo not drawn)
-2%	20%	-12%	7	-9%	-1%	-5%	i	4%[59 µM]	Cn1c(N)c(C(=O)c2ccc(C#N)cc2)c(=O)n(C)c1=O
7%	13%	7%	-3	18%	4%	-25%	-10%	0%	CCOC(=O)C1CCN(C(=O)c2ccc3c(Cl)c4c(nc3c2)CCCC4)CC1
1%	20%[57 µM]	4%	4	3%	-5%	.	-3%	.	O=C(COC(=O)c1ccc[n+]([O-])c1)Nc1ccccc1OC(F)F
2%	29%	-5%	-1	-13%	2%	-37%	i	.	Cc1cc(NS(=O)(=O)c2ccc(NC(=O)COc3ccccc3C(C)(C)C)cc2)no1
-9%	45%[activator]	2%	-4	-13%	-2%	9%	-7%	.	Nc1ccccc1C(=O)N1CCC(O)(c2ccc(Cl)cc2)CC1
?	10%	15%	2	-27%	12%	-6%	27%	20%[0.501 µM]	Cc1ccc(Cn2ccsc2=NC(=O)COC(=O)c2ccc(NC(=O)CC#N)cc2)cc1
-10%	50%	0%	-5	-17%	11%	.	-10%	.	CC[C@@]1(C(=O)OC)N[C@H](CN(C)S(=O)(=O)c2ccc(C(C)(C)C)cc2)[C@@H]2C(=O)N(Cc3ccccc3)C(=O)[C@@H]21
5%	?	?	-4	40µM*	-7%	16µM*	5%	?	Cc1ccc(Nc2c(-c3ccccn3)nc3cc(C)ccn23)cc1
5%	17%	11%	-3	-32%	11%	-9%	-3%	8%[12.7 µM]	COc1ccc(NS(=O)(=O)c2cc(NC(=O)c3ccc(=O)[nH]n3)ccc2N2CCOCC2)cc1
-5%	-1%	2%	8	-25%	-1%	-29%	-4%	-14%[59 µM]	COc1ccc(CCN(Cc2ccccn2)C(=S)Nc2ccccc2Cl)cc1OC
6%	37%	0%	-5	-20%	-7%	-2%	i	?	COc1ccc(NC(=O)/C(Cl)=C(/Cl)S(=O)(=O)Cc2ccccc2)cn1
?	15%	3%	-7	-30%	-1%	-32%	-3%	16%	COc1ccc(Nc2ncnc3sc(-c4ccccc4)cc23)cc1OC
1%	39%	-3%	-1	3%	-5%	1%	-3%	?	CC(=O)N1[C@H](C)C=C[C@]1(Cc1ccccc1)C(=O)O
-3%	30%	0%	-3	0%	-2%	-8%	-1%	50µM*	CN1CCN(c2nc(N3CCN(CCO)CC3)nc3ccccc23)CC1
3%	36%	-3%	2	-6%	6%	-16%	5%	17%[59 µM]	CCN(CC)C(=O)Cn1cnc2sc(C(=O)N3CCN(c4ccc(F)cc4)CC3)c(C)c2c1=O
2%	18%	4%	2	-17%	1%	-2%	-12%	-40%[59 µM]	Cc1ccc2oc(=O)c3cc(C(=O)NCCCOC(C)C)sc3c2c1
3%	22%	-10%	-7	-19%	-6%	12%	-4%	0%	COCCCNC(=O)CCc1c(C)nc2c(c(C)nn2-c2ccc(C)cc2)c1C
0%	26%	7%	2	0%	-5%	-23%	10%	7%[59 µM]	Cn1nc(C(=O)NCCOc2ccccc2)c2ccccc2c1=O
-10%	-10%	6%	5	-12%	3%	3%	1%	22%	CC1CCN(S(=O)(=O)c2ccc(NC(=O)CNC3CCCCC3)cc2)CC1
0%	51%[activator]	11%	-3	-13%	1%	-15%	-8%	-9%	COc1cc(C(=O)N/N=C(\C)c2ccc(NC(=O)Cc3ccccc3)cc2)ccc1O
-13%	8%	4%	-26	-32%	-2%	.	-1%	.	COc1ccc(OCc2cn(CC(=O)c3ccc(O)cc3)nn2)cc1

Individual results from the results shown:
CCOC(=O)C1CCN(C(=O)c2ccc3c(Cl)c4c(nc3c2)CCCC4)CC1 | ERG Ets-DNA blk = 4%
Cc1ccc2oc(=O)c3cc(C(=O)NCCCOC(C)C)sc3c2c1 | PGK inhibitor = -12%
Cc1ccc(Cn2ccsc2=NC(=O)COC(=O)c2ccc(NC(=O)CC#N)cc2)cc1 | ERG Ets-DNA blk = 12%
Nc1ccccc1C(=O)N1CCC(O)(c2ccc(Cl)cc2)CC1 | Pin1 inhibitor = -9%
Cn1nc(C(=O)NCCOc2ccccc2)c2ccccc2c1=O | JMJD2A Tudor = 0%

Back to the main list, starting two compounds before the break.
Pin1 inhibitor	HP1b binding inh	GLS inh	PI4K2A block	JMJD2A Tudor	ERG Ets-DNA blk	BAZ2B inh	PGK inhibitor	G9a inh	molecule
0%	51%[activator]	11%	-3	-13%	1%	-15%	-8%	-9%	COc1cc(C(=O)N/N=C(\C)c2ccc(NC(=O)Cc3ccccc3)cc2)ccc1O
-13%	8%	4%	-26	-32%	-2%	.	-1%	.	COc1ccc(OCc2cn(CC(=O)c3ccc(O)cc3)nn2)cc1
0%	-18%	-21%	-2	-22%	-12%	-11%	i	.	COc1cc(/C=C2\SC(=Nc3ccc(O)cc3)NC2=O)cc(OC)c1OC
0%	-1%	18%	-4	-12%	0%	-11%	-6%	40µM*	COc1ccc([N+](=O)[O-])cc1NC(=S)NC(NC(C)=O)C(Cl)(Cl)Cl (stereo not drawn)
-5%	22%	3%	-4	-19%	-1%	7%	.	13%[59 µM]	CC1CCCN(Cc2c(O)ccc3c(=O)c(-c4ccccc4Cl)c(C(F)(F)F)oc23)C1 (stereo not drawn)
-8%	22%	3%	-1	-15%	-6%	-9%	11%	18%[59 µM]	COc1cccc(NC(=O)CN(C)C(C)C(=O)Nc2ccc(C#N)cc2)c1 (stereo not drawn)
-5%	40%[activator]	4%	3	-3%	5%	15%	0%	-35%[12.7 µM]	O=C(Nc1cccnc1)c1ccc2c(c1)C(=O)N(Cc1cccnc1)C2=O
1%	28%	-2%	-7	-21%	2%	4%	i	-8%	Cc1ccc(N2C(=O)N(CC(=O)Nc3cc(Cl)ccc3C)C(=O)C2C)cc1 (stereo not drawn)
?	?	34%	-7	8.9µM*	-4%	46%[activator]	-7%	?	CN1c2ccccc2N(C)C1(C)c1ccccc1
22%	49%[activator]	-5%	0	-3%	8%	10%	-2%	15%[12.7 µM]	CCn1c2ccccc2c2cc(NC(=O)C(C)OC(=O)c3ccc(NC(=O)CC#N)cc3)ccc21 (stereo not drawn)
-6%	23%	-20%	2	-18%	6%	?	i	7.9µM*	CNC(=S)/N=C(/Nc1ccccc1)c1ccccc1
?	?	7%	-4	?	11%	0%	8%	13µM*	CC1=C(C(=O)Nc2ccccc2)C(c2cccs2)C(C#N)=C(SCC#N)N1 (stereo not drawn)
1%	27%	-4%	-27	?	0%	2%	i	.	COc1cc(NC(=O)C2=CC(c3ccc(C)cc3)=NS(=O)(=O)N2C)cc(OC)c1OC
?	19%	-1%	0	-21%	-5%	10%	-2%	-10%[12.7 µM]	CC(C)[C@H](NC(=O)OC(C)(C)C)c1nnc(SCC(=O)Nc2ccc(Br)cc2)o1
-3%	19%	0%	-6	-14%	-6%	-18%	0%	17%	Cc1ccc(C(=O)NCc2ccccn2)cc1NC1=NC2CS(=O)(=O)CC2S1 (stereo not drawn)
-4%	31%	1%	0	-2%	?	-4%	-10%	8%[12.7 µM]	CSCC[C@H](NC(=O)OC(C)(C)C)C(=O)N1CCC(C(=O)N[C@@H](C)C(=O)NCc2ccc(F)cc2)CC1
1%	76%[activator]	1%	1	1%	2%	-1%	3%	?	CC(C)CCOc1ncnc2c1sc1nc3c(cc12)CSC(C)(C)C3
-4%	9%	-7%	-1	-20%	-1%	3%	i	6%[59 µM]	CCC(C)NC(=O)c1nn(-c2ccc(C)cc2)nc1CO (stereo not drawn)

The order is random (roughly 11% active in at least one column).
